CHRM5 agonist: agonists of human muscarinic M5 receptor (CHRM5); P08912; 360,000 tested, 0.19% active; activation, % at 3 µM; CHO-K1 hM5 cells, Fluo-8 calcium fluorescence; 0% DMSO wells, 100% maximal acetylcholine response;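 active means activation above the run's mean over test compounds plus 3 SD, cut at about 23% in these data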;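 further: signal is peak over basal fluorescence ratio across the kinetic read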
M4 ag: agonists of human muscarinic M4 receptor (CHRM4); activation, % at 3 µM; 360,000 tested, 0.14% active; CHO-K1 hM4/Gqi5, Fluo-8 calcium fluorescence; vehicle 0%, full acetylcholine response 100%;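 active means activation above the run mean over all test wells plus 3 SD, cut at about 32% in these data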;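 further: peak over basal fluorescence ratio per well then scaled between controls; 0% = DMSO wells and 100% = acetylcholine at EC100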
Target sequence (P08173 whole entry, looked up): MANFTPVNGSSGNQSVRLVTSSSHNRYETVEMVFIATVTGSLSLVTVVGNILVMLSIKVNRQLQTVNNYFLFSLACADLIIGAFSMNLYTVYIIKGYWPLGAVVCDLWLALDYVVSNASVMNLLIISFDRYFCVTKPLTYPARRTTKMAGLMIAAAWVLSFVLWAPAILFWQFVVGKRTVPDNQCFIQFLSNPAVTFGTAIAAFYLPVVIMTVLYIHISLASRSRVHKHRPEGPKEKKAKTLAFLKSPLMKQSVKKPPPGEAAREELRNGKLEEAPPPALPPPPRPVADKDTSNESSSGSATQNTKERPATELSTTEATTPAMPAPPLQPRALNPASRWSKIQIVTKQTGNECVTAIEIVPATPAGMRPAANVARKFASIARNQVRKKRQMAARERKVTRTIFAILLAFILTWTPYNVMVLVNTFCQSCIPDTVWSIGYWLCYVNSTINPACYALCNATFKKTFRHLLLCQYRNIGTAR
TAAR1 agonist: human TAAR1 agonism | CHO RD-HGA16 TAAR1, Fluo-8 calcium fluorescence; vehicle wells 0%, saturating PEA agonist 100% | Q96RJ0 | activation, % at 3 µM | 360,000 tested, 0.99% active;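 active means activation above the mean activation of all test compounds in the run plus 3 SD, cut at about 38% in these data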
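Benchmarks: low control DMSO, high control PEA (EC100); System: CHO RD-HGA16 cells carrying human TAAR1 plus Gα16; Detection: Fluo-8 fluorescence, 5 s baseline then 140 s kinetic read; Schedule: 17-24 h plating, Fluo-8 75 min 37 °C, 30 min RT; Read-out basis: % activation from peak over basal fluorescence ratio, DMSO-to-PEA scaled.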
CHRM1 antagonist: blocks human M1 muscarinic receptor; CHO-K1 hM1, Fluo-8 calcium fluorescence, ACh EC80 antagonist; inhibition, % at 3 µM; P11229; AID 588852; 360,000 tested, 1.3% active;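 active means percent inhibition above its own plate's cutoff, namely the mean of that plate's compound wells plus 3 SD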;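 further: peak over basal fluorescence ratio during 140 s after agonist addition; 0% = ACh EC80 plus DMSO and 100% = DMSO alone without agonist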
Target sequence (P11229 whole entry, looked up): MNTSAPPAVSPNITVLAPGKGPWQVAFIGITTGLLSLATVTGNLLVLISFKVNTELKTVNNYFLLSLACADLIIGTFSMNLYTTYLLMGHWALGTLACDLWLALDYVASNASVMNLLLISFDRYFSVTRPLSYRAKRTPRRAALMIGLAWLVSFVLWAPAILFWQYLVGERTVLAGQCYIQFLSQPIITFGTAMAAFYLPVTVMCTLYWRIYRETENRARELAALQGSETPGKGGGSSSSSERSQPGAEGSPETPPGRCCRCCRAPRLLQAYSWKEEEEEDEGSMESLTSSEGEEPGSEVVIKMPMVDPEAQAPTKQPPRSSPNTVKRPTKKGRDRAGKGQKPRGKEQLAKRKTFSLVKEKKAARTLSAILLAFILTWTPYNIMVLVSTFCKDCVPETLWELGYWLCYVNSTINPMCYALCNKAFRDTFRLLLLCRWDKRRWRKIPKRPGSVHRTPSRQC
CHRM5 antagonist: CHRM5 antagonism in calcium assay | P08912 | CHO-hM5 cells, Fluo-8 calcium fluorescence, ACh EC80 | inhibition, % at 3 µM | 360,000 tested, 0.59% active;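 active means inhibition above a per-plate cutoff, the mean of that plate's test compounds plus 3 SD, cut at about 27% in these data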;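 further: 0% = acetylcholine EC80 with DMSO and 100% = DMSO without agonist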
M1 ag: activates human CHRM1 receptor. P11229. 360,000 tested, 0.33% active. CHO-K1 hM1, Fluo-8 calcium fluorescence, agonist mode; 0% DMSO, 100% acetylcholine EC100. activation, % at 3 µM;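 active means activation above the run's mean compound activation plus 3 SD, cut at about 16% in these data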;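 further: peak over basal fluorescence ratio within a 140 s kinetic read after compound addition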
M1 PAM: potentiates human M1 receptor response to acetylcholine. P11229. CHO-K1 hM1, Fluo-8 calcium fluorescence, ACh EC20; 0% = ACh EC20, 100% = maximal ACh. activation, % at 3 µM. 360,000 tested, 0.088% active; in the data active means activation above about 19%, passing the limit was not always enough
M5 PAM: positive allosteric modulators of human muscarinic M5 receptor. CHO-K1 hM5, Fluo-8 calcium, ACh EC20 PAM; 0% = ACh EC20, 100% = ACh EC100. activation, % at 3 µM. 360,000 tested, 0.3% active;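 active means activation above the run cutoff, the mean activation of all test compounds plus 3 SD, cut at about 18% in these data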
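Replicates: One well per compound, no replicates | System: Human M5 receptor in CHO-K1 cells | Benchmarks: Low control EC20 acetylcholine (0%), high control EC100 acetylcholine (100%) | Probe or stimulus: Acetylcholine, EC20 level | Times: Fluo-8 loading 80 min at 37 °C plus 30 min room temperature | Signal: Intracellular calcium via Fluo-8 fluorescence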
CHRM4 antagonist: antagonists of human muscarinic M4 receptor (CHRM4) | P08173 | CHO-hM4 cells, ACh EC80, Fluo-8 calcium fluorescence | inhibition, % at 3 µM | 360,000 tested, 0.73% active;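 active means inhibition above its plate's cutoff, the mean inhibition of sample wells plus 3 SD, cut at about 27% in these data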;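 further: 0% = acetylcholine EC80 with DMSO and 100% = DMSO without agonist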
Active calls of the source: *; . = no result given. This is a subset, so the mix of outcomes need not match the whole.

SMILES	CHRM5 agonist	M4 ag	TAAR1 agonist	CHRM1 antagonist	CHRM5 antagonist	M1 ag	M1 PAM	M5 PAM	CHRM4 antagonist
CCCCCCn1c(O)c(C=Nc2c(C)n(C)n(-c3ccccc3)c2=O)c(=O)[nH]c1=O	-4	-1	2	47*	19	-6	-18	25*	-8
COCCOC(=O)c1c(N)n(Cc2ccccc2)c2nc3ccccc3nc12	1	4	13	-17	0	-1	-3	-1	7
C=C1C(=O)O[C@@H]2C[C@@H](C)[C@@H]3C=CC(=O)[C@@]3(C)[C@@H](OC(=O)CC(=O)O[C@H]3[C@@H]4C(=C)C(=O)O[C@@H]4C[C@@H](C)[C@@H]4C=CC(=O)[C@]43C)[C@H]12	-1	1	8	1	14	-11	2	4	39*
CN(C)CC1Oc2ccccc2OC1(O)c1ccccc1 (stereo not drawn)	7	5	7	-6	1	-2	14	16	24
CCCCn1c(N)c(C(=O)NCc2cccs2)c2nc3ccccc3nc21	0	2	13	-7	-1	-1	12	6	-6
CC1CCCCC1NC(=O)CNC(=S)N1CC2CC(C1)c1cccc(=O)n1C2 (stereo not drawn)	-1	1	2	11	-1	-2	-4	2	-9
O=P(O)(O)C12CC3CC(CC(C3)C1)C2	2	1	9	-3	-2	-2	6	5	-9
CC1CCN(C(=O)c2ccc(N3CC4CC(C3)c3cccc(=O)n3C4)c([N+](=O)[O-])c2)CC1 (stereo not drawn)	2	1	2	-13	-6	-4	15	1	14
Cc1ccc(N=Nc2c(O)[nH]c(=O)[nH]c2=O)c([N+](=O)[O-])c1	0	0	-1	1	4	-4	-1	1	5
c1cnc2c(c1)ccc1ncccc12	3	0	6	-19	-5	-2	13	10	-4
Cc1ccc(C2C(=O)NC(=O)NC2=O)cc1	-1	1	1	-13	11	-2	15	4	-3
COc1ccc(CN2Cc3cc(-c4ccc(OC)cc4)ccc3-n3nncc3C2)cc1	-4	1	0	13	15	-7	-3	-13	4
CCC(=NCCN1CCOCC1)c1c(O)n(C2CCCCC2)c(=O)[nH]c1=O	-2	1	2	-9	6	-2	4	4	1
CN(C(=O)c1ccc(Cl)nc1)C1(c2ccccc2Cl)CCCCC1=O (stereo not drawn)	0	2	2	4	-1	-5	-5	0	1
CCOC(=O)c1c(C)c(C(=O)N2CCC3(CC2)OCCO3)c(C)n1CC	3	1	5	8	11	8	11	-4	-10
CNCC(=O)c1ccc(O)c(O)c1	0	0	1	-34	-1	-3	7	1	-10
COc1ccccc1N1C(=O)NC(=O)/C(=C/c2ccc3c(c2)Cc2ccccc2-3)C1=O	-3	0	-1	7	-11	-8	-4	9	5
NC1CCc2cc(O)c(O)cc2C1 (stereo not drawn)	2	1	39*	-20	-1	-4	5	2	-10
Cc1nn(Cc2ccccc2Cl)c(C)c1C(=O)OCC(=O)N1CC(C)OC(C)C1 (stereo not drawn)	-3	1	0	5	5	-2	-1	-1	2
COc1ccc(C(=O)C2CCCN(CC3CCCCC3)C2)cc1OC (stereo not drawn)	-3	1	2	78*	4	-11	-33	-7	34*
CC(C)Oc1ccc(C2C(C#N)=C(N)Oc3c2c(=O)oc2ccccc32)cc1 (stereo not drawn)	-1	1	17	10	7	-4	0	-5	3
COc1ccc(-n2c(/C=C/c3ccc4c(c3)OCO4)nc3ccccc3c2=O)cc1	-2	2	6	0	-8	-5	2	-7	-17
COc1ccc(CCNCc2ccncc2)cc1OC	1	2	12	-11	-3	-4	6	0	-10
CCCn1ncc(C(=O)O)c1C	1	0	3	1	-7	-3	-3	2	-2
Cc1cc(O)c2c3c(c(=O)oc2c1)CCC(C)C3 (stereo not drawn)	-2	12	12	23	16	-1	-13	-10	7
O=c1[nH]c(=O)n(Cc2ccco2)c(O)c1C=NCCN1CCOCC1	-4	1	13	-4	-3	-3	5	0	4
CN1CCN(C(=O)O[C@H]2c3nccnc3C(=O)N2c2ccc(Cl)cn2)CC1	-7	1	5	-8	0	-11	0	-4	-10
COc1ccc(-c2ccc3c(c2)CN(C(=S)NCCc2ccccc2)Cc2cnnn2-3)cc1	-1	3	24	12	3	0	-3	-16	-1
CCOC(=O)[C@]12Cc3ccccc3[C@H]1N(C1CCCCC1)C(=O)c1cc(OC)ccc12	15	-3	-1	.	8	.	.	12	13
COc1ccc(CC2C(=O)NC(=O)N(c3ccccc3)C2=O)c(OC)c1 (stereo not drawn)	1	1	2	-16	-1	-3	13	9	-3

(next part)
Values run as follows: CHRM5 agonist	M4 ag	TAAR1 agonist	CHRM1 antagonist	CHRM5 antagonist	M1 ag	M1 PAM	M5 PAM	CHRM4 antagonist
> C/C(=N\N=C(N)N)c1ccccc1
→ -10	0	17	-1	9	-4	0	-4	4
> COc1ccc(N2C(=O)/C(=C/c3ccc(OC)c(OC)c3)C(=O)NC2=S)cc1
→ -1	1	0	-23	-5	-1	9	3	1
> O=C(Nc1cccc(Br)c1)c1c(O)c2c(n(Cc3ccccc3)c1=O)CCCC2
→ 6	0	1	-22	-13	2	25	12	0
> O=C(N/N=C/c1c(O)n(-c2cccc3ccccc23)c(=O)[nH]c1=O)c1ccncc1
→ -1	1	1	-10	1	-4	5	-2	-3
> CN(C)C1CCc2[nH]c3c(F)cc(F)cc3c2C1 (stereo not drawn)
→ -2	2	3	35*	6	-9	-18	-3	1
> C=CCn1c(O)c(C(CC)=NCc2cc(OC)cc(OC)c2)c(=O)[nH]c1=O
→ -1	4	9	-7	1	-1	2	-12	-2
> C1CCC2CCCCC2C1 (stereo not drawn)
→ 3	1	3	-6	-1	-1	3	0	-10
> Cc1ccccc1OP(=O)(Oc1ccccc1C)N1CCOCC1
→ -2	1	0	-4	-3	-5	1	2	-16
> CN(C)C(=O)O/N=C(\N)COc1ccc(C(C)(C)C)cc1
→ 1	22	3	3	15	-2	5	-12	1
> O=C1/C(=C/c2cc([N+](=O)[O-])ccc2Cl)N2CCC1CC2
→ 1	-1	9	-5	14	-7	9	1	8
> CC(=O)CC(C)(C)n1c[n+](C)nn1
→ 1	-1	5	-3	1	-4	-1	0	-5
> CC1OC(OC2C(O)CC(OC3C(O)CC(OC4CCC5(C)C(CCC6C5CCC5(C)C(C7=CC(=O)OC7)C(O)CC65O)C4)OC3C)OC2C)CC(O)C1O (stereo not drawn)
→ 3	1	3	-12	10	-1	6	-10	-2
> COC(=O)C12OCC34C(CC5C(C)=C(O)C(=O)CC5(C)C3C(O)C1O)OC(=O)C(OC(=O)/C=C(\C)C(C)C)C24 (stereo not drawn)
→ -8	0	2	-24	11	-6	10	-5	-15
> Fc1cccc(C2NCCc3[nH]cnc32)c1 (stereo not drawn)
→ -1	4	3	-9	5	-6	10	-6	-3
> Cc1nc(CCl)cc(=O)[nH]1
→ 2	1	2	-1	3	-4	-2	3	-4
> O=c1c2ccccc2nc(/C=C/c2ccc(F)cc2)n1-c1ccccc1O
→ 2	17	4	3	9	1	-2	-5	4
> Cc1cc(C)nc(NC2=NCCS2)n1
→ -4	1	22	-10	5	-6	7	-5	4
> Clc1ccc2c(c1)C(c1ccccc1Cl)=NCc1nnc(N3CCN(CCOc4ccccc4)CC3)n1-2
→ 8	14	17	-1	-1	1	10	-2	-8
> c1ccc2c(CCN3CCCCC3)c[nH]c2c1
→ -6	0	5	9	2	-9	2	-2	1
> Cc1ccc(C(=O)C2(C)N(O)C(C)C(c3cccs3)=[N+]2[O-])cc1 (stereo not drawn)
→ 0	0	2	-9	0	-4	7	2	-2
> O=C1NC(=O)N(c2ccc(F)cc2)C(=O)/C1=C/c1ccc2c(c1)CCCN2Cc1ccccc1
→ -7	0	5	5	4	-7	-8	-4	-5

Sorted by SMILES length (high to low): 7 of the compounds above.
Values run as follows: CHRM5 agonist	M4 ag	TAAR1 agonist	CHRM1 antagonist	CHRM5 antagonist	M1 ag	M1 PAM	M5 PAM	CHRM4 antagonist
> CC1OC(OC2C(O)CC(OC3C(O)CC(OC4CCC5(C)C(CCC6C5CCC5(C)C(C7=CC(=O)OC7)C(O)CC65O)C4)OC3C)OC2C)CC(O)C1O (stereo not drawn)
→ 3	1	3	-12	10	-1	6	-10	-2
> COC(=O)C12OCC34C(CC5C(C)=C(O)C(=O)CC5(C)C3C(O)C1O)OC(=O)C(OC(=O)/C=C(\C)C(C)C)C24 (stereo not drawn)
→ -8	0	2	-24	11	-6	10	-5	-15
> Clc1ccc2c(c1)C(c1ccccc1Cl)=NCc1nnc(N3CCN(CCOc4ccccc4)CC3)n1-2
→ 8	14	17	-1	-1	1	10	-2	-8
> Cc1ccc(C(=O)C2(C)N(O)C(C)C(c3cccs3)=[N+]2[O-])cc1 (stereo not drawn)
→ 0	0	2	-9	0	-4	7	2	-2
> CC(=O)CC(C)(C)n1c[n+](C)nn1
→ 1	-1	5	-3	1	-4	-1	0	-5
> Cc1cc(C)nc(NC2=NCCS2)n1
→ -4	1	22	-10	5	-6	7	-5	4
> Cc1nc(CCl)cc(=O)[nH]1
→ 2	1	2	-1	3	-4	-2	3	-4
